# UHRF1 binding: UHRF1 methylated DNA binding inhibitors, primary screen, counter-screen for MBD2 inhibitor project, biochemical, TR-FRET, human UHRF1, single concentration | UHRF1 binding to methylated oligo | AID 687016, 2013 | inhibition, % at 4.4 µM | 0.75% of 370,000 active; in the data active means inhibition above about 21%;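 further: UHRF1 SRA domain binding a hemimethylated CpG hairpin DNA probe; 0% = median of test compound wells and 100% = reference inhibitor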
# Rev-erbA mod: modulators of Rev-erb alpha DNA binding, primary screen, biochemical, FITC-DNA, fluorescence polarization, uHTS; Rev-erbα–FITC-DNA binding, 90 min; activity, % at 10 µM; 0.79% of 370,000 active; AID 1259318, 2017;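 active means activity above about 14%, limit read from the data; passing the limit was not always enough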;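 further: 0% = DMSO wells with 35 nM protein and 100% = DMSO wells with 750 nM protein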
# PLCb3 inh: human PLC-beta3 inhibitors, primary screen, biochemical, fluorescence | AID 720704, 2013 | 0.18% of 370,000 active | 1-phosphatidylinositol 4,5-bisphosphate phosphodiesterase beta-3 (Homo sapiens), Q01970 | Purified PLC-beta3, fluorogenic substrate | inhibition, % at 12.2 µM; in the data active means inhibition above about 11%;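 further: 0% = median of compound wells on plate and 100% = full blocker control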
# PLC-gamma1 inh: PLC-gamma1 enzyme inhibitors, primary screen, biochemical, fluorescence, purified enzyme | 1-phosphatidylinositol 4,5-bisphosphate phosphodiesterase gamma-1 (Homo sapiens), P19174 | fluorogenic substrate | inhibition, % at 12.2 µM | 0.84% of 370,000 active; in the data active means inhibition above about 9.5%
# proKLK7 act: proKLK7 zymogen activators, primary screen, biochemical, fluorescence intensity. Kallikrein-7 (Homo sapiens), P49862. activation, % at 7 µM. purified proKLK7, EDANS-DABCYL substrate fluorescence; 100% is mature enzyme control, 0% vehicle. 0.9% of 370,000 active;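 active means activation above the mean of all tested compounds plus 3 SD, computed per campaign excluding outliers beyond control limits, cut at about 13% in these data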
# Target sequence (P49862 whole entry, looked up): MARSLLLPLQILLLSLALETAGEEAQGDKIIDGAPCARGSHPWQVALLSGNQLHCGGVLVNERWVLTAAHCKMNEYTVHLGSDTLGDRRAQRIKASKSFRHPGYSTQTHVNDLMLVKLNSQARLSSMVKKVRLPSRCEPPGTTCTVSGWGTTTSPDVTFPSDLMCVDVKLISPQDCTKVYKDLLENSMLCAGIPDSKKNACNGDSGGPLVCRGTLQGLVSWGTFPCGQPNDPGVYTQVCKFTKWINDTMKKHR
# sPLA2-III inh: human group III sPLA2 inhibitors, primary screen, biochemical, QFRET, BODIPY PC-A2 liposome substrate; QFRET BODIPY PC-A2 liposome hydrolysis, fluorescence; inhibition, % at 12.2 µM; 0.56% of 370,000 active;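 active means inhibition above mean plus 3 SD of compounds lying within the high and low control bounds, cut at about 19% in these data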;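 further: 0% = median of test compound wells and 100% = no enzyme DMSO wells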
# ARFGAP1 inhibitor: inhibitors of rat ARFGAP1 GAP activity, primary screen, biochemical, fluorescence polarization, GDP tracer. ADP-ribosylation factor GTPase-activating protein 1 (Rattus norvegicus), Q62848. Arfgap1-stimulated ARF1 GTP hydrolysis, GDP FP detection. inhibition, % at 16.5 µM. 0.26% of 360,000 active. AID 651572, 2012;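 active means inhibition above a per-plate limit, mean inhibition of low control wells plus 3 SD, cut at about 25% in these data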;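 further: 0% = DMSO wells with enzyme and 100% = wells lacking Arfgap1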
# Target sequence (Q62848 1-136 limits assumed): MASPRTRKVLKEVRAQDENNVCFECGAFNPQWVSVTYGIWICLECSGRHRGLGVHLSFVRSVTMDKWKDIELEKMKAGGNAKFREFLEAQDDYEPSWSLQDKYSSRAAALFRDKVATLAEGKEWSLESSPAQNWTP
#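 Repeats: one replicate per compound; assay system: rat Arfgap1 catalytic domain, aa 1-136; times: enzyme reaction 120 min at 25 °C after 20 min preincubation; detection: FP of antibody-bound GDP Alexa 633 tracer, ex 620/em 688 nm; benchmarks: high control wells lacking Arfgap1, low control full reaction with DMSO; reagent: human ARF1(Δ1-17)-GTP substrate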
# ASAP1 inh: inhibitors of human ASAP1 ArfGAP activity, primary screen, biochemical, fluorescence polarization. Arf-GAP with SH3 domain, ANK repeat and PH domain-containing protein 1 (Homo sapiens), …. ASAP1-stimulated ARF1 GTP hydrolysis, GDP FP detection. inhibition, % at 16.5 µM. 0.19% of 360,000 active; in the data active means inhibition above about 25%;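 further: 0% = vehicle with enzyme and substrate and 100% = no enzyme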
# Target sequence (Q9ULH1 325-724 limits assumed): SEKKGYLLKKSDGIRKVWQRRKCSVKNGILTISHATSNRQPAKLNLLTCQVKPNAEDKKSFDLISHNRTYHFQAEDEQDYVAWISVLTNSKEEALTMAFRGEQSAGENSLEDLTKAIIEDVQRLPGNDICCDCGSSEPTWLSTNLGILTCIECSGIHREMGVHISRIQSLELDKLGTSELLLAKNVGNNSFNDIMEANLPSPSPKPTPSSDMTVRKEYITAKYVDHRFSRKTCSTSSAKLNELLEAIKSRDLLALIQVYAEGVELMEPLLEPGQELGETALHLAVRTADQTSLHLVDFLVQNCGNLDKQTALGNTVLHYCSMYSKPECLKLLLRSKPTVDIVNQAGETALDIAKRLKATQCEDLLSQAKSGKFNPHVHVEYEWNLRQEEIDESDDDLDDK
# DDE Tn6 FP inh: inhibitors of Tn6 peptide binding to fibrin DD(E), primary screen, biochemical, fluorescence polarization, human fibrin, Tn6 probe | 0.21% of 370,000 active | Fibrin DD(E) TRITC-Tn6 fluorescence polarization displacement | Fibrinogen beta chain (Homo sapiens), P02675 | inhibition, % at 8.3 µM | AID 720509, 2013;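 active means inhibition above a per-campaign cutoff: mean of compounds within control limits plus 3 SD, cut at about 15% in these data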;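 further: 0% = median of all compound wells on the plate and 100% = blocking peptide control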
# DDE Tn7 FP inh: inhibitors of Tn7 peptide binding to fibrin DD(E), primary screen, biochemical, fluorescence polarization, human fibrin, Tn7 probe; Fibrinogen beta chain (Homo sapiens), P02675; inhibition, % at 8.3 µM; FP displacement of FITC-Tn7 peptide from fibrin DD(E); 0% = median of compound wells per plate; 0.13% of 370,000 active;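 active means inhibition above the mean of compounds falling within the control limits plus 3 SD of them, cut at about 14% in these data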;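 further: 0% = plate median of compound wells and 100% = 10 µM Aha-Tn7 peptide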
#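 Test system – human fibrin DD(E) · Times – 10 min preincubation, 3 h with tracer, room temperature · Detection – fluorescence polarization of the labelled Tn7 tracer · Measure – percent inhibition normalized to high-control wells · Benchmarks – high control wells with 10 µM unlabelled Aha-Tn7 peptide (full inhibition) · Repeats – singlicate testing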
# Starred values were filed as active, the others as inactive; · = no result given. Rows are unselected; overall some 4.5% were active at least once.
Structure	UHRF1 binding	Rev-erbA mod	PLCb3 inh	PLC-gamma1 inh	proKLK7 act	sPLA2-III inh	ARFGAP1 inhibitor	ASAP1 inh	DDE Tn6 FP inh	DDE Tn7 FP inh
Cc1ccccc1NC1=C(Cl)C(=O)OC1OC(C)C (configuration not stated)	1	1	-2	-2	0.0	1	6	-8	-3	-3
FC(F)(F)c1ccccc1Cc1c(-c2cccc(Br)c2)nc2ccc(Cl)cn12	0	5	-1	1	-0.2	-5	-13	-3	4	8
COc1ccc(-c2csc(NC(C)c3nc4cc(Cl)c(Cl)cc4n3CCCO)n2)cc1 (configuration not stated)	-1	1	-4	-1	0.2	-13	12	17	-1	-11
Cc1ccc(S(=O)(=O)Oc2ccccc2/C=N/NC(=O)c2c(Cl)cnn2C)cc1	2	-4	1	3	-0.7	-7	6	-11	14	0
COc1ccc(CC(=O)NCc2ccccc2)cc1OC	-2	2	-1	4	0.1	-2	4	4	9	-13
Cc1cc(Nc2ccccc2)n2nc(C)c(-c3ccccc3)c2n1	2	3	-9	-2	0.0	1	13	3	-3	-1
O=C(NCc1ccco1)/C(=C/c1ccccc1F)NC(=O)c1ccccc1	3	-2	-9	-1	-0.2	8	0	0	4	5
O=c1c2ccccc2c2ccccc2c(=O)n1CC1CCCO1 (configuration not stated)	-1	5	-1	2	-0.1	4	-3	-9	0	3
CN(C)c1nc(-c2ccccc2)c2cc(Cl)ccc2n1	1	0	-40	-20	0.0	0	6	-2	-4	-6
COc1ccc(CCNC(=O)CC(=O)N/N=C\c2ccc(OCC(N)=O)cc2)cc1OC	-4	0	-1	-3	-0.6	-4	-2	3	-12	-3
CO[C@@]1(NC(=O)CSCC#N)C(=O)N2C(C(=O)O)=C(CSc3nnnn3C)CS[C@@H]21	44*	5	-3	0	1.2	-1	1	-3	-3	4
COc1cc(NC(=O)COC(=O)CNS(=O)(=O)c2ccc(F)c(F)c2F)cc(OC)c1	-3	-4	2	4	-0.1	-19	5	-3	9	6
NS(=O)(=O)c1ccc(NC(=S)N2CCN(Cc3ccc(Cl)c(Cl)c3)CC2)cc1	-3	0	-1	0	0.1	-6	-6	5	5	9
CCOC(=O)N1CCN(C(=O)CCCN2C(=O)CSc3nc(C)cc(C)c32)CC1	-2	1	4	1	-0.1	0	12	2	-11	9
CCN(CC)C(=O)Cn1cc(C(=O)C(=O)NCCCn2ccnc2)c2ccccc21	-3	0	-4	-1	-0.4	-3	-11	3	3	-1
O=C(CN(c1ccccc1)S(=O)(=O)c1ccc(Cl)cc1)Nc1cccnc1	2	0	-6	5	0.2	-4	16	4	7	-8
CCN(C(=O)c1ccc(Br)o1)C1CCS(=O)(=O)C1 (configuration not stated)	0	6	0	-4	0.0	-3	11	12	-3	-4
O=C(NCCC1=CCCCC1)C1CC(=O)N(C2CCCCCC2)C1 (configuration not stated)	10	0	2	1	-0.3	-1	-5	-1	2	3
COCCNC(=O)c1[nH]c(C(F)(F)F)nc1-c1ccccc1	-1	-2	1	0	-0.2	5	-16	-6	2	15*
O=C(NN1CCOCC1)c1sc2cccc(F)c2c1Cl	1	6	-5	-6	-0.1	4	9	2	-1	-8
O=S(=O)(NC1=NCCCCC1)c1ccccc1Cl	-2	3	-3	2	-0.1	-6	-4	4	-1	3
O=C(CSc1cc(Cl)ccc1Cl)NC1CCCc2ccccc21 (configuration not stated)	1	2	3	1	-0.4	-2	5	-2	5	11
C/C(CC(=O)Nc1ccc(Cl)c(Cl)c1)=N\NC(N)=S	-6	-2	-4	-5	0.8	-14	-2	6	1	0
O=C1[C@H]2CCCC[C@H]2C(=O)N1CCCCN1CCN(c2nsc3ccccc23)CC1	0	1	0	3	0.8	-4	2	-6	2	8
O=C(NCc1ccccc1Cl)c1cc(C(=O)C2CC2)c[nH]1	0	2	-13	-3	0.7	4	-8	1	8	4
COc1ccc(CC(=O)NC(C)CCc2ccccc2)cc1 (configuration not stated)	2	-4	-5	5	0.6	-1	3	1	-4	3
COc1ccc(NC(=O)CN2CCC(Cc3ccccc3)CC2)cc1S(=O)(=O)N1CCOCC1	4	7	-5	-1	0.4	-4	18	-9	0	-7
Cc1csc(=O)n1CCC(=O)OC(C)C(=O)Nc1ccc(N2CCOCC2)cc1 (configuration not stated)	-2	-4	-6	2	-0.3	-4	-1	-9	7	0
COCCN(Cc1ccc(C)cc1)C(=O)[C@H]1O[C@@H](n2ccc(N)nc2=O)[C@H](O)[C@@H]1O	0	4	-1	2	-0.9	6	-9	2	4	-2
COc1ccc2occ(C(=O)c3ccc(N=C(C)N(C)C)cc3)c2c1	1	8	-10	-11	-0.7	-7	0	-3	-7	-3

# Ordered by length of the SMILES (rising): 3 of the compounds above.
Structure	UHRF1 binding	Rev-erbA mod	PLCb3 inh	PLC-gamma1 inh	proKLK7 act	sPLA2-III inh	ARFGAP1 inhibitor	ASAP1 inh	DDE Tn6 FP inh	DDE Tn7 FP inh
Cc1ccccc1NC1=C(Cl)C(=O)OC1OC(C)C (configuration not stated)	1	1	-2	-2	0.0	1	6	-8	-3	-3
C/C(CC(=O)Nc1ccc(Cl)c(Cl)c1)=N\NC(N)=S	-6	-2	-4	-5	0.8	-14	-2	6	1	0
COc1ccc(NC(=O)CN2CCC(Cc3ccccc3)CC2)cc1S(=O)(=O)N1CCOCC1	4	7	-5	-1	0.4	-4	18	-9	0	-7

# (cont.)
Structure	UHRF1 binding	Rev-erbA mod	PLCb3 inh	PLC-gamma1 inh	proKLK7 act	sPLA2-III inh	ARFGAP1 inhibitor	ASAP1 inh	DDE Tn6 FP inh	DDE Tn7 FP inh
C=CCN(c1ccccc1C(=O)O)S(=O)(=O)c1ccc(C)cc1	-1	9	5	2	0.3	2	-3	4	1	-9
CC1=CN2C(=NC(=O)CC2(C)C(=O)N(CC(=O)NC2CCCC2)Cc2ccccc2)C=C1 (configuration not stated)	0	4	-237	-159	4.2	-1	6	-4	-2	-4
CCn1c(CC(=O)Nc2ccccc2)nnc1SCC(=O)Nc1ccccc1C(=O)OC	2	-5	2	1	-0.1	1	-1	-8	2	1
OCCOc1ccc(CN2CCN(CCCc3ccccc3)C(CCO)C2)cc1 (configuration not stated)	-1	8	-4	3	-0.1	-1	-7	3	-4	3
Cc1cccc(C(=O)N2CCC(C)(C(=O)NS(=O)(=O)C3CC3)C2)c1C (configuration not stated)	0	-4	1	0	0.7	2	3	-5	6	-3
O=C(COC(=O)C1=Cc2ccccc2OC1)NCc1ccccc1	0	-4	-110	-88	-1.2	5	1	7	1	0
CC1(C)CC2(C)CC(=O)C1C(C(=O)O)C2C(=O)O (configuration not stated)	1	-4	-7	4	-0.1	8	-3	-7	-10	-1
Cc1ccc(S(=O)(=O)Oc2ccc(/C=C(/NC(=O)c3ccccc3)C(=O)NCCCC(=O)O)cc2)cc1	2	-3	-56	-36	0.1	-10	-4	11	6	9
Clc1ccc(OCc2nc(-c3ccncc3)no2)c(Br)c1	0	6	-1	-1	0.9	-3	-4	-6	-7	2
COc1ccc(NC(=O)c2cccc([N+](=O)[O-])c2)cc1	2	-4	3	0	-0.3	-3	1	6	-1	0
COc1ccc(C(C(=O)NCC2CCCO2)N(Cc2ccccc2)C(=O)CNC(=O)c2ccco2)cc1OC (configuration not stated)	0	-1	-4	4	0.6	7	-5	-4	6	4
N#Cc1ccc(-c2ccc(OCC(=O)NCC(=O)Nc3ccc(F)c(F)c3F)cc2)cc1	0	13	-2	2	0.1	-4	58*	37*	-4	-4
CC(C)Cn1c(N)c(C(=O)CSc2nnc(C3CC3)n2C2CC2)c(=O)n(C)c1=O	2	0	-5	0	0.4	6	7	-11	4	0
O=C(COC(=O)c1ccc(Br)o1)Nc1cccc(S(=O)(=O)N2CCOCC2)c1	1	-4	-1	4	0.8	-7	11	2	-1	7
COc1cc(Nc2nc3c(N)cc(C(F)(F)F)cc3nc2-c2ccccc2)cc(OC)c1OC	-1	-4	-11	-11	0.0	-4	3	0	3	2
O=C(NNC(=S)NC(=O)c1cccc([N+](=O)[O-])c1)c1ccc(Br)cc1	-1	-4	-3	3	-0.1	3	6	-3	-6	-5
Cc1ccc(N2CC(C(=O)OCC(=O)Nc3c(C)cccc3C)CC2=O)cc1 (configuration not stated)	-2	-2	2	-1	0.1	0	-1	-7	-2	-1
O=C1CC(SC(=Nc2ccccc2)Nc2ccccc2)C(=O)N1c1ccc(Cl)cc1 (configuration not stated)	-2	6	2	4	-0.7	-7	4	-9	3	-5
COc1ccc(/C=N/N=C/c2c[nH]c(=O)c(C#N)c2Nc2ccccc2)cc1	4	-10	-12	1	-0.2	7	0	2	1	-6
Cc1cc(=O)[nH]c(N2CCN(Cc3ccccc3)CC2)n1	-3	9	2	-1	0.1	2	-4	-12	8	-1
O=C(NC1CCCCN(Cc2ccc(Cl)cc2)C1=O)c1ccc(F)cc1 (configuration not stated)	-4	-2	0	0	-0.2	1	·	·	3	0
COC(=O)CCC(=O)OC1(C)C(=O)C=C2C=C(C3CC3)N(c3cccc(C#N)c3)C=C2C1=O (configuration not stated)	-4	-5	-202	-150	8.6	-4	6	-6	4	-5
Cc1cnc(NC(=O)Cc2ccccc2Cl)s1	1	-2	-2	0	0.5	-1	-3	1	4	-4
O=C(N1CCCCC1)N1CCN(C(c2ccccc2)c2ccccc2)CC1	-2	1	-1	2	0.4	-10	-9	-8	0	9
COc1ccc(Cn2c(C)nnc2-c2cnn(C)c2N)cc1	-3	-8	-3	-1	0.5	5	4	-4	2	0
COC(=O)C1=C(C(=O)OC)N2C=CC=CC2(C)C(C(=O)OC)=C1C(=O)OC (configuration not stated)	-3	1	-61	-1	-0.4	-1	5	-7	0	7
COc1ccc(/C=C/c2nnc(NC(=O)CSc3ccc(Cl)cc3)s2)cc1	2	-8	-24	-21	-0.4	6	-2	13	0	-2
COc1ccc(NC(=O)CN2CCN(CC(=O)Nc3ccccc3F)CC2)cc1OC	1	-4	-2	-1	-0.2	5	-3	8	4	3
O=S(=O)(Nc1ccccc1)c1ccc2c(c1)CCO2	1	-2	-7	0	0.1	-2	-2	2	10	-5

# Screening results deposited in PubChem by several laboratories.
